# OXTR potentiate: potentiates the human oxytocin receptor response; P30559; CHO-OTR cells, Fluo-8 calcium fluorescence, potentiator mode; 0% = oxytocin EC15, 100% = EC100; activation, % at 3 µM; 0.061% of 320,000 active;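 active means activation above that plate's cutoff, the mean activation of tested compounds plus 3 SD, cut at about 6.6% in these data, passing the limit was not always enough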;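 further: 100% uses oxytocin at 75 nM as the full agonist control; some results filed as inactive read as strong as hits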
#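 Measured by – Fluo-8 calcium dye fluorescence · Test system – human OTR in CHO cells · Dosing – one concentration, 3.0 µM compound · Controls – EC15 oxytocin alone as 0%, 75 nM oxytocin as 100% · Evaluation – normalized max/min fluorescence ratio, % activation · Timing – 6 min pre-incubation, 100 s read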
# CHO-K1 Ca antag: nonselective inhibitor or artifact in parental CHO-K1 cells. 0.6% of 360,000 active. AID 602250. ATP-induced calcium, Fluo-8 fluorescence. inhibition, % at 3 µM;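 active means inhibition above a per-plate cutoff, the plate's mean sample inhibition plus 3 SD, cut at about 24% in these data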;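 further: 0% = DMSO plus EC80 ATP and 100% = DMSO alone without ATP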
# TAAR1 antagonist: human TAAR1 antagonism | AID 624466 | 1.5% of 360,000 active | Q96RJ0 | CHO RD-HGA16 TAAR1, Fluo-8 calcium fluorescence, antagonist | inhibition, % at 3 µM;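 active means inhibition above a per-plate cutoff, the mean inhibition of test compounds on that plate plus 3 SD, cut at about 49% in these data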;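 further: 0% = DMSO plus EC80 beta-PEA response and 100% = DMSO alone without agonist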
# Target sequence (Q96RJ0 whole entry, looked up): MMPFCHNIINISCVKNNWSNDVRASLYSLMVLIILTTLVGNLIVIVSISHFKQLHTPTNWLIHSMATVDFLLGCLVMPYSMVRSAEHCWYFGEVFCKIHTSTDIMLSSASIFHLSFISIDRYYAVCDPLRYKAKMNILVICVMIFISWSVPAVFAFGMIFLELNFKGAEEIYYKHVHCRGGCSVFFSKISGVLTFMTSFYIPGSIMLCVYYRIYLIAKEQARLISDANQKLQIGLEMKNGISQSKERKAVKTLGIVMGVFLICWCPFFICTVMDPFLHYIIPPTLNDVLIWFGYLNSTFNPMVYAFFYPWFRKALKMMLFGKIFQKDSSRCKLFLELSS
#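 Test system: RD-HGA16 CHO cells with stable hTAAR1 and Gα16 / Probe or stimulus: EC80 β-phenethylamine stimulus / Times: seeding 17-24 h prior, 75-min 37 °C, 30-min RT dye loading / Detection: Fluo-8 calcium-sensitive fluorescence / Read-out basis: % inhibition scaled between DMSO and EC80 PEA controls / Repeats: singlicate, one well per test compound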
# CHO-K1 Ca ag: counter-screen for M1 agonists: effect in parental CHO-K1 cells | Fluo-8 calcium fluorescence; scaled to maximal ATP response, vehicle zero | AID 602248 | activation, % at 3 µM | 0.48% of 360,000 active; in the data active means activation above about 15%;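 further: untransfected CHO-K1 host cells lacking M1 receptor as counterscreen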
# V1aR counter: V1a receptor agonism, counter-screen for OXTR agonists. P37288. CHO-V1R cells, Fluo-8 calcium fluorescence, agonist mode; 0% DMSO, 100% 3 nM vasopressin. activation, % at 3 µM. 0.25% of 320,000 active;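 active means activation above the mean activation of all tested compounds plus 3 SD, per screening run, cut at about 20% in these data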;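 further: signal is peak over basal fluorescence ratio across a 100 second FLIPR read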
# Target sequence (P37288 whole entry, looked up): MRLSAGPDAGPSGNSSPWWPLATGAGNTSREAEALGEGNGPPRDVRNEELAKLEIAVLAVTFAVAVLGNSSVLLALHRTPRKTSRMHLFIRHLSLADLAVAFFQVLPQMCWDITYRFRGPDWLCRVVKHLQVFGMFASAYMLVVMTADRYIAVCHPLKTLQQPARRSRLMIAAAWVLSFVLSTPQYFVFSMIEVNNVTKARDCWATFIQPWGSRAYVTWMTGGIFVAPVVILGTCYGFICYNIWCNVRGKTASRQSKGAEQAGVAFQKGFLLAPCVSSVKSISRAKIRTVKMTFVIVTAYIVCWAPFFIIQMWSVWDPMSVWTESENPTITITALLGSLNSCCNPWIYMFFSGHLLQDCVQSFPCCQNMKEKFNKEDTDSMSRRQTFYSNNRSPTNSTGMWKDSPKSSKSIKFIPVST
# OXTR ag: human OXTR agonism. P30559. CHO-OTR cells, Fluo-8 calcium fluorescence; normalized: DMSO 0%, oxytocin 100%. activation, % at 3 µM. 0.32% of 320,000 active. AID 2435;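 active means activation above the mean of all tested compounds plus 3 SD, cutoff set per screening run, cut at about 20% in these data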;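 further: peak over basal fluorescence ratio from a 100 s FLIPR kinetic read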
# M1 PAM parental: nonselective activator or artifact in parental CHO-K1 calcium assay; ATP EC20, Fluo-8 calcium fluorescence; 0% at ATP EC20, 100% at ATP max; activation, % at 3 µM; AID 602247; 0.02% of 360,000 active;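 active means activation above the run cutoff, the mean activation of all test compounds plus 3 SD, cut at about 40% in these data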;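 further: peak over basal fluorescence ratio in a 140 s read after ATP addition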
# GPR7 antag: blocks human GPR7 receptor signaling; P48145; GPR7-expressing cells, fluorescence antagonist assay; inhibition, % at 4.4 µM; 1.1% of 290,000 active; AID 1861; in the data active means inhibition above about 16%, passing the limit was not always enough;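 further: cells stimulated with the agonist NPW; 0% = agonist with vehicle and 100% = vehicle without agonist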
# Target sequence (P48145 whole entry, looked up): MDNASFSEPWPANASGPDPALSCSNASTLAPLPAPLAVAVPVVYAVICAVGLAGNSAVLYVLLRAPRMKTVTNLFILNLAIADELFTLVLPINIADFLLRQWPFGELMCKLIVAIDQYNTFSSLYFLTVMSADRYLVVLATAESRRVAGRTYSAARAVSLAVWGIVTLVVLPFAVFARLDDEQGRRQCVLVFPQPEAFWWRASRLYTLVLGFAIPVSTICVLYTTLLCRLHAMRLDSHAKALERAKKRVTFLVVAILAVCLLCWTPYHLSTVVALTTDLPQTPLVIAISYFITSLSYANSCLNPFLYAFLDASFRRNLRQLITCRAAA
# CHO parental Ca: counter-screen: ATP calcium response change in parental CHO cells; 0.63% of 330,000 active; parental CHO-K1, ATP-induced calcium, Fluo-8 fluorescence; inhibition, % at 5.6 µM;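 active means inhibition above that plate's mean sample inhibition plus 3 SD, cut at about 26% in these data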;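 further: 0% = ATP-challenged DMSO wells and 100% = DMSO wells without ATP; some compounds past the cut are filed as inactive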
#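 test system = CHO parental line | reagent = ATP stimulus | measured by = intracellular calcium via Fluo-8 no-wash fluorescent dye | control set = ATP and no-ATP DMSO wells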
# * hit, by the source's call; / = no result given.
SMILES,OXTR potentiate,CHO-K1 Ca antag,TAAR1 antagonist,CHO-K1 Ca ag,V1aR counter,OXTR ag,M1 PAM parental,GPR7 antag,CHO parental Ca
Cc1ccc(S(=O)(=O)Nc2ccccc2/C=N/c2nc3ccccc3n2C(C)C)cc1,-2,-3,-5,1.0,-0.2,-1.6,16,-4,6
O=C(O)CCn1nc(-c2ccc(F)cc2)cc(Cc2ccccc2)c1=O,-16,-11,/,0.8,0.5,0.2,11,2,-6
COc1cccc2c(=O)n(CC(=O)Nc3ccccc3F)ccc12,-1,-2,-5,0.0,0.1,-0.5,19,-14,3
C=CCN1C(=O)C(O)(CC(=O)c2ccccc2)c2ccccc21 (stereo not drawn),-2,-6,10,1.2,0.7,0.3,19,-11,-2
CN1CCN(S(=O)(=O)c2ccc(Sc3nnc(-c4cccs4)n3-c3ccccc3)nc2)CC1,-15,-1,4,4.9,0.8,-1.6,10,-24,-5
Cc1nc(NC(=O)CSc2nnc(C3CC3)n2C)sc1C(=O)N(C)C,-6,9,0,0.4,1.3,0.6,-23,-4,-18
CCN1CCN(CC(=O)Nc2cc(F)ccc2C)CC1,-4,3,-29,0.0,0.6,-0.6,-4,-9,-5
Cc1cc(C)c(C#N)c(SCS(=O)c2ccc(C(C)(C)C)cc2)n1 (stereo not drawn),-9,-19,27,5.1,0.3,-2.1,8,4,-21
COc1cc(NC(=O)c2cccc(C)c2)c(OC)cc1NC(=O)CN1CCCCC1,1,-9,10,0.6,-0.7,-2.4,22,-15,-26
COc1cc(NC(=O)c2cc(-c3ccccc3Cl)on2)cc(OC)c1OC,-4,9,32,2.7,0.5,-1.4,12,-4,-22
CCC(C)n1cnc2c(c1=O)c1nc3ccccc3nc1n2-c1ccc2c(c1)OCCO2 (stereo not drawn),-3,-32,-4,0.3,-0.5,-0.2,1,-7,-16
COc1ccc(C(NC(=O)CN2CCCCCC2)c2ccc(OC)cc2)cc1,-15,-8,-8,0.4,-0.2,-0.6,-1,-9,-29
O=C(Nc1cccc2ccccc12)/C(Cl)=C/c1ccccc1,-15,-15,8,1.0,1.1,-1.8,14,-14,2
COc1ccccc1NC(=O)N1CCCC1C(=O)NCC1CCCO1 (stereo not drawn),-5,3,5,-0.4,-0.3,-0.3,-2,-11,-3
COc1cccc(NC(=S)NCc2ccc(F)cc2)c1,-15,-4,11,9.7,10,0.4,23,7,-9
COc1ccc(OCCOC(=O)CNC(=O)c2cccc(C)c2)cc1,2,-3,-9,2.1,0.5,-0.1,3,/,1
Cc1cc(OC(C)C(=O)Nc2ccccc2C(=O)N2CCCC2)ccc1Cl (stereo not drawn),0,-4,-18,1.4,-0.3,-0.6,-12,-8,-23
Cc1cccc2c1cnn2C(=O)CCC(=O)N1CCC(C)CC1,0,-13,-19,1.2,-1.5,-1.1,18,7,-19
COc1cccc(N2CC(O)=C(c3nc4ccccc4c(=O)[nH]3)C2=N)c1,-6,-6,/,-0.1,0.4,-0.4,13,5,-7
CCOC(=O)c1cc2c(ccn2C)n1Cc1ccccc1C,-2,2,-3,-0.2,-1.1,-2.4,-10,-8,-19
COCCn1cc(C(=S)N2CCOCC2)c2ccccc21,8,-4,10,-0.3,-0.4,0.3,21,-4,0
Cc1ccccc1-c1nc(CS(=O)(=O)CC(=O)Nc2cc(F)ccc2F)c(C)o1,-5,6,7,3.7,1.0,-1.3,9,8,16
CCOC(=O)c1csc(NC(C)=O)n1,-8,4,-5,0.1,0.2,-1.3,-14,-16,-2
Cc1ccc(S(=O)(=O)NCc2cn3ccsc3n2)c(C)c1,-4,-10,-22,2.7,0.1,0.8,20,8,-6
CCN(CC)C(=O)C1CCCN(Cc2ccc(OC)c(C)c2C)C1 (stereo not drawn),1,11,10,0.3,1.0,1.4,-2,-1,-5

# Part of the list above, tab-delimited.
compound	OXTR potentiate	CHO-K1 Ca antag	TAAR1 antagonist	CHO-K1 Ca ag	V1aR counter	OXTR ag	M1 PAM parental	GPR7 antag	CHO parental Ca
CN1CCN(S(=O)(=O)c2ccc(Sc3nnc(-c4cccs4)n3-c3ccccc3)nc2)CC1	-15	-1	4	4.9	0.8	-1.6	10	-24	-5
CCOC(=O)c1csc(NC(C)=O)n1	-8	4	-5	0.1	0.2	-1.3	-14	-16	-2

# Next section
SMILES,OXTR potentiate,CHO-K1 Ca antag,TAAR1 antagonist,CHO-K1 Ca ag,V1aR counter,OXTR ag,M1 PAM parental,GPR7 antag,CHO parental Ca
CC(=O)c1c(O)c(C)c(O)c2c1OC1=Cc3c(c(C)nn3-c3ccccc3)C(=O)C12C (stereo not drawn),/,-5,0,0.3,/,/,10,/,/
Cc1ccc(NC(=S)NNC(=O)c2nn(C)cc2Cl)cc1,-11,0,9,0.1,1.4,0.4,-9,12,-15
CCOc1ccccc1NS(=O)(=O)c1ccc(OC)c(OC)c1,-4,-5,9,1.3,1.7,1.2,15,-14,-7
O=C(NCC1CCCO1)c1nn2c(C(F)(F)F)cc(-c3cccs3)nc2c1Br (stereo not drawn),3,1,-30,0.0,-0.3,0.0,-5,7,-2
O=C(N/N=C/c1ccc(OC(=O)c2ccccc2)c([N+](=O)[O-])c1)c1ccc(O)cc1,1,5,53*,1.0,0.1,0.0,15,2,-10
COc1ccc(-n2cccc2C=O)cc1OC,-1,-13,0,0.6,-0.3,0.4,6,-14,-10
O=C(CCN1C(=O)c2ccccc2C1=O)NC(=S)Nc1ccccc1Cl,-7,-11,4,2.1,-0.2,-0.7,23,-4,-13
Cc1ccc(OCCCC(=O)NC2CCCCC2)cc1,-11,-17,-9,0.1,0.1,-2.2,10,9,-6
O=S(=O)(Nc1ccc(O)c(Sc2nc3ccccc3s2)c1)c1ccc(F)cc1,-11,-10,19,6.1,11,14,22,-11,-14
COc1ccc(NC(=O)c2cc3c(=O)n4ccccc4nc3n2C)c(OC)c1,-1,4,-21,0.4,0.3,0.1,-5,-14,-19
O=C(Cn1nc(-c2ccccc2)ccc1=O)NCc1ccc(F)cc1,-2,-2,-16,0.4,0.2,-0.3,-3,-11,-12
O=c1c(-c2c(O)cc(O)c3c(=O)cc(-c4ccc(O)cc4)oc23)c(-c2ccc(O)cc2)oc2cc(O)cc(O)c12,2,10,-2,0.0,0.5,0.5,-4,/,3
Cc1ccccc1CN(CC1CCC(C(=O)O)CC1)C(=S)Nc1ccccc1F (stereo not drawn),-2,-13,4,1.0,0.8,1.8,8,-16,-8
O=C(NCc1ccccc1CN1CCCC1)c1cccc(S(=O)(=O)N2CCCC2)c1,-5,-10,-14,-0.7,-0.4,-1.4,13,/,-15
COC(=O)C1=C(Nc2ccc(C)cc2)C=C(C)C(C(=O)OC)C1c1ccc(OC)cc1 (stereo not drawn),-5,3,1,-0.2,-1.6,0.8,-3,18,-10
CN(CC(=O)NC1CCCCC1)S(=O)(=O)c1ccc(Cl)cc1,-2,2,-16,-0.1,-0.5,0.3,-5,-10,-10
O=C(NC1CCCCC1)C(=S)NC1CCCCC1,-31,/,/,/,0.1,-0.4,/,-4,7
Cc1cccc(-c2nnc(SCC(=O)NC3CCCC3)o2)c1,/,-14,-1,0.9,/,/,3,-3,/
O=S(=O)(Cc1nnnn1-c1ccccc1)c1ccccc1,-5,-9,-16,1.3,1.8,0.3,15,0,-13
COc1ccccc1-c1nnc(SCC(=O)NC2CCCCC2)n1N,6,-3,-4,0.1,0.7,1.8,-6,/,-10
CN(C)/N=C/c1ccc(OS(=O)(=O)c2ccccc2)cc1,-5,-9,8,-0.4,-0.6,-2.0,-4,-1,-5
O=C(c1ccc2nc(-c3ccco3)c(-c3ccco3)nc2c1)N1CCN(c2ccccc2)CC1,-7,-9,22,3.2,1.1,0.0,1,-6,-29
COc1ccc2c(c1)C(c1ccccc1)NC(=O)C2 (stereo not drawn),-6,5,9,-0.2,0.4,0.7,-4,/,-7
Cc1ccc(Cl)cc1NC(=S)N(CCN(C)C)C(C)c1ccccn1 (stereo not drawn),5,-9,-1,0.8,0.3,-0.3,15,-21,-11
CCn1c(SCC(=O)Nc2cc(C)on2)nnc1-c1ccncc1,-6,-6,-4,0.2,1.7,-0.9,-10,-2,-4

# Going on with the list.
SMILES,OXTR potentiate,CHO-K1 Ca antag,TAAR1 antagonist,CHO-K1 Ca ag,V1aR counter,OXTR ag,M1 PAM parental,GPR7 antag,CHO parental Ca
Cc1ccc(S(=O)(=O)N(C)C[C@@H]2Oc3ncc(Br)cc3C(=O)N([C@H](C)CO)C[C@@H]2C)cc1,/,-16,-9,0.5,/,/,2,/,/
CCC(=O)N1c2ccc(S(=O)(=O)NCc3ccco3)cc2CC1C (stereo not drawn),-5,-18,-14,3.2,2.1,2.8,12,-9,-6
O=C(CCCCCNC(=O)c1ccccc1)N=Nc1c(O)[nH]c2c(Br)cc(Br)cc12,-3,/,/,/,-1.2,-2.2,/,-20,-14
CCOC(=O)C1(CCOc2ccccc2)CCN(Cc2cccc(-n3cccn3)c2)CC1,-5,-2,-8,6.0,2.2,0.6,2,3,-17
CCCc1ccc(S(=O)(=O)N2CCN(C(C)C(=O)NCc3ccccc3)CC2)cc1 (stereo not drawn),/,6,-6,-0.3,/,/,-10,/,/
O=C(Nc1cccc(Cl)c1)NC1CC2CCC(C1)N2Cc1cccs1 (stereo not drawn),-4,-1,-8,1.4,2.5,2.4,3,4,-13
CCCCNC(=O)C1(C)CCN1C(=O)c1cccc(OC(F)(F)F)c1 (stereo not drawn),/,-5,-11,0.4,/,/,4,/,/
CC1=NN(c2ccccc2)C(=O)/C1=C\c1sccc1C,1,-4,21,0.7,-0.7,-1.7,19,-4,-12
CN(CC(=O)Nc1cccc(F)c1)C(=O)c1cn(-c2ccccc2)nc1-c1ccccc1,-14,-6,41,2.3,1.6,0.5,10,-4,-11
S=C(NCc1ccc2[nH]c3c(c2c1)CCCC3)Nc1ccccc1Cl,-9,15,3,4.6,1.7,-0.1,-1,5,14
CCOc1ccc(N=C2NC(=O)CS2)cc1,-6,-1,-28,-0.4,-0.5,-1.1,0,-16,3
CCN(CC(=O)Nc1ccc(NC(C)=O)cc1)C(=O)Cc1ccccc1F,-13,-2,-8,0.6,1.9,1.1,-27,-2,7
Cc1cc(C)c(S(=O)(=O)Nc2cccc(/C=C/C(=O)O)c2)c(C)c1,-6,-16,30,1.3,-0.6,0.1,28,-4,-4
CCOC(=O)c1ccc(CC(=O)c2ccc(O)c(O)c2O)o1,/,-5,1,0.5,/,/,21,-15,/
C/C=C/c1ccc(OCCOc2cc(C=O)ccc2OC)c(OC)c1,-3,-3,4,0.1,-0.4,-2.2,8,16,-17
CC(C)(C)N1C(=O)c2ccc(C(=O)Nc3nccs3)cc2C1=O,-11,-5,49*,4.1,0.2,-0.6,7,-11,-28
O=C(NCCCN1CCOCC1)c1ccccc1-c1ccccc1,-7,-11,2,0.7,0.3,-1.6,19,12,2
Cc1cc(-c2nnc(SCC(=O)Nc3ccccc3)n2C)no1,-2,-3,-37,5.6,1.5,-1.4,6,-14,-9

# Compound activity as filed in PubChem.

# The order is random; 3.5% or so of the library scored in one or more.
